Screening data: PubChem, several laboratories
TRPC6 activator: mouse TRPC6 channel activation; hit rate 0.13% among 310,000; B-score at 10 µM; HEK293-TRPC6 membrane potential dye fluorescence; active compounds read high; Q61143; AID 2550;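 active = B-score of the integrated fluorescence ratio above library mean plus 3 SD, and starting fluorescence ratio within library mean plus 5 SD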;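 note: higher score means more depolarization so channel activation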
MrgX1 agonist: human MrgX1 receptor agonism, primary screen. Q96LB2. hit rate 0.44% among 310,000. B-score at 10 µM. AID 588627. MrgX1-HEK293 cells, Fluo-4 calcium fluorescence, agonist mode; active compounds read high;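 active = calcium response B-score plate-corrected fluorescence ratio at least 3 library SD, with starting fluorescence B-score inside 5 SD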
Target sequence (Q96LB2 whole entry, looked up): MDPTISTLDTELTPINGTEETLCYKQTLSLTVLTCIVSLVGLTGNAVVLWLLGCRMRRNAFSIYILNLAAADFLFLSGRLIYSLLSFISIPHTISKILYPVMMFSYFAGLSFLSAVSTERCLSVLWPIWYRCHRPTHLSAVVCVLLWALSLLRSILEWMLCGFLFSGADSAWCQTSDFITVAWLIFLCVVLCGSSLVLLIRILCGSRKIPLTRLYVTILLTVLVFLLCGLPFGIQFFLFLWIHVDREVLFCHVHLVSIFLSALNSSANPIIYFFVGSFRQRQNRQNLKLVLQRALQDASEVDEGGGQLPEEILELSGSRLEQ
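Test system: HEK293 cells stably expressing human MrgX1 receptor; Input: fifteen thousand cells per well; Dosing: compound delivered in addition one of three; Schedule: overnight seeding, then 1 h dark dye loading; Technique: Fluo-4 NW calcium fluorescence; Measure: B-scored fluorescence response ratio; Controls: positive and negative controls per plate.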
SKKanGAS inh: SKKanGAS growth inhibition; inhibition, % at 7.5 µM; S. pyogenes SKKanGAS, kanamycin growth, BacTiter-Glo, 6 h; hit rate 1.3% among 300,000;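 active = mean replicate score, as percent of positive control median, at least 50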;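 note: strain carries kanamycin resistance gene driven by streptokinase promoter and grows in 40 µg/ml kanamycin; loss of luminescence reflects streptokinase promoter inhibition or plain growth inhibition; 0% = median of DMSO wells and 100% = positive control at its reference dose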
MrgX1 allo act: allosterically activates human MrgX1 receptor signaling; hit rate 0.63% among 310,000; B-score at 10 µM; Q96LB2; AID 588675; MrgX1-HEK293, Fluo-4 calcium flux, FDSS; active compounds read high;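 active = plate-corrected calcium response at least 3 library SD above typical, normal starting fluorescence, not activating the receptor alone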;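 note: compound read alongside a low EC10 to EC30 dose of BAM8-22 agonist; peak minus trough fluorescence over baseline measured at the second addition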
TRPC4 potent: allosterically enhances the mouse TRPC4 cation channel; hit rate 0.42% among 310,000; AID 2227; HEK293 TRPC4beta/mu-opioid, DAMGO EC20, Fluo-4 Ca2+ flux; active compounds read high; Q9QUQ5; B-score at 10 µM;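 active = B-score of calcium response area above 5 SD of library B-scores, with initial fluorescence ratio within 5 SD of library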;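 note: B-score of integrated fluorescence ratio over time as area under calcium response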
TRPC4 inh: inhibitors of mouse TRPC4 channel; B-score at 10 µM; Q9QUQ5; hit rate 0.39% among 300,000; HEK293 TRPC4beta/mu-opioid, DAMGO-evoked Fluo4 calcium flux; active compounds read low; AID 2247;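 active = B-score over 3 SD under the library average, no early fluorescence shift, positive overall ratio signal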
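Signal: kinetic Fluo4 fluorescence imaging of calcium influx. Material: stable TRPC4beta/mu-opioid receptor HEK293 cells. Probe or stimulus: DAMGO in two steps, submaximal then maximal.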
TRPC6 inh: blocks the mouse TRPC6 cation channel | Q61143 | HEK293-TRPC6, membrane potential dye, ACh-evoked depolarization; active compounds read low | B-score at 10 µM | hit rate 1.1% among 310,000 | AID 2553;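 active = B-score under library mean minus 3 SD, initial fluorescence not abnormally high, positive integrated signal ratio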;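 note: B-score derived from integrated fluorescence ratio over the kinetic read; more negative B-score means stronger inhibition of depolarization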
MrgX1 antagonist: blocks BAM8-22 activation of human MrgX1 receptor | B-score at 10 µM | hit rate 1.3% among 310,000 | Q96LB2 | MRGX1-HEK293 calcium flux, Fluo-4, BAM8-22 antagonism; active compounds read low;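 active = calcium-response B-score plate-corrected more than 3 library SD below zero, starting fluorescence within 5 deviations, no agonist response on first addition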;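 note: peak minus trough fluorescence over baseline after final BAM8-22 challenge near maximal dose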
TRPC4 act: opens the mouse TRPC4 cation channel | Q9QUQ5 | HEK293 TRPC4beta/mu-opioid, Fluo4 calcium fluorescence; active compounds read high | B-score at 10 µM | hit rate 0.49% among 310,000 | AID 2237;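 active = B-score above 5 SD of library B-scores, and initial fluorescence ratio not above library mean plus 5 SD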;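 note: positive B-score marks a calcium rise read as TRPC4 activation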
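system = HEK293 cells stably co-expressing mouse TRPC4beta and mu-opioid receptor | schedule = Fluo4 dye loading 45 min at room temperature, 110 s recording | measure = B-scored integrated calcium fluorescence ratio | signal = Fluo4 calcium-sensitive dye fluorescence, kinetic, 1 Hz baseline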
ANO1 block: inhibitors of mouse TMEM16A calcium-activated chloride channel; Q8BHY3; hit rate 1.2% among 310,000; HEK293 TMEM16A/YFP iodide influx fluorescence, ionomycin; AID 588511; normalized B-score (activity score, 25-100; higher = stronger inhibition) at 10 µM;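 active = ratio plate-corrected score three or more library SD toward inhibition, starting fluorescence score within five deviations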;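 note: score derived from kinetic fluorescence span divided by baseline fluorescence per well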
ANO1 activ: activators or potentiators of mouse TMEM16A chloride channel; Q8BHY3; HEK293 TMEM16A/YFP-H148Q/I152L, iodide quench fluorescence; active compounds read low; B-score at 10 µM; hit rate 0.3% among 340,000; AID 623877;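 active = fluorescence-ratio B-score plate-corrected deviation score at least 3 library SD below zero, with starting fluorescence score within 5 deviations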;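 note: channel opened by trigger with iodide after compound preincubation; score built on the fluorescence ratio of max minus min over baseline; more negative score means more quench and so TMEM16A activation or potentiation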
Active calls of the source: *; i = inactive; / = not tested or not shown.

Fields: TRPC6 activator, MrgX1 agonist, SKKanGAS inh, MrgX1 allo act, TRPC4 potent, TRPC4 inh, TRPC6 inh, MrgX1 antagonist, TRPC4 act, ANO1 block, ANO1 activ
O=[N+]([O-])c1ccc(O)c(/C=N/Nc2ccccc2Cl)c1
    i, i, -5.7, i, i, i, i, i, i, i, i
COCCCNC(=O)C(=O)NC1CCCCC1C (stereo not given)
    i, i, 14.4, i, i, i, i, i, i, i, i
COc1cccc(NC(=S)N2CCN(S(=O)(=O)c3ccc(F)cc3)CC2)c1
    i, i, /, i, i, i, i, i, i, i, i
Cc1ccccc1NC(=O)CSCCN1C(=O)c2ccccc2C1=O
    i, i, -5.7, i, i, i, i, i, i, i, i
COc1ccc(N2CCN(Cc3cc(=O)oc4ccc(C)cc34)CC2)cc1
    i, i, -1.7, i, i, i, i, i, i, i, i
N#Cc1ccc(NC(=O)Nc2ccc(Oc3ccc(NC(=O)Nc4ccc(C#N)cc4)cc3)cc2)cc1
    i, i, 21.7, i, i, i, i, i, i, i, i
CCOc1ccccc1C(=O)NN1C(=O)C2CCCCC2C1=O (stereo not given)
    i, i, -4.7, i, i, i, i, i, i, i, i
COc1ccc(N2CCN(c3nc4c(c(=O)n(C)c(=O)n4C)n3Cc3ccccc3)CC2)cc1
    i, i, 29.1, i, i, i, i, i, i, i, i
c1ccc(C2=Nn3c(nnc3-c3cccnc3)SC2)cc1
    i, i, -4.2, i, i, i, i, i, i, i, i
O=S(=O)(c1ccccc1)N1CCN=C1SCc1c(F)cccc1Cl
    i, i, 64.1*, i, i, i, i, i, i, 100*, i
COc1ccc(NC(=S)N(CCc2c(C)[nH]c3ccccc23)Cc2ccco2)cc1
    i, i, 5.1, i, i, i, i, i, i, i, i
Cc1ccc(S(=O)(=O)CCC(=O)Nc2nc(C(C)(C)C)cs2)cc1
    i, i, 5.3, i, i, i, i, i, i, i, i
CCCn1c(CCC(=O)Nc2ccccc2Cc2ccccc2)nc2cc(S(=O)(=O)N3CCOCC3)ccc21
    i, i, -3.4, i, i, i, i, i, i, i, i
Cc1ccc(N2CC(C(=O)Nc3nnc(SCC(=O)NCC4CCCO4)s3)CC2=O)cc1 (stereo not given)
    i, i, 0.9, i, i, i, i, i, i, i, i
C/C(=N\Nc1ncc(Cl)cc1Cl)c1ccc(S(=O)(=O)NCc2ccco2)cc1
    i, i, 6.6, i, i, i, i, i, i, i, i
CN(C)c1ccc(NC(=O)CN2C(=O)c3ccccc3C2=O)cc1
    i, i, 1.6, i, i, i, i, i, i, i, i
O=C(CSc1ccc2ccccc2n1)N1CCC(c2noc3ccc(F)cc23)CC1
    i, i, 20.6, i, i, i, i, i, i, i, i
Cc1ccc(-c2csc(NC(=O)N3CCOCC3)n2)cc1
    i, i, -6.1, i, i, i, i, i, i, i, i
Cn1c(=O)[nH]c(=O)c2c1nc(CN1CCN(c3ccccc3F)CC1)n2CCCc1ccccc1
    i, i, -1.0, i, i, i, i, i, i, i, i
COc1cccc(COc2ccc3c(C)c(Cc4ccccc4)c(=O)oc3c2)c1
    i, i, -6.1, i, i, i, i, -6.28*, i, i, i
Cc1cc(C)cc(NC(=O)Nc2cc(-c3ccccc3)nn2C)c1
    i, i, -0.3, i, i, i, i, i, i, i, i
CCOC(=O)N1CCN(c2c(NC3CCN(Cc4ccccc4)CC3)c(=O)c2=O)CC1
    i, i, 0.9, i, i, i, i, i, i, i, i
O=C(CN1CCOCC1)Nc1ccccc1-c1ccccc1
    i, i, 6.8, i, i, i, i, i, i, i, i
CCS(=O)(=O)c1nc(S(=O)(=O)c2ccc(Cl)cc2)c(NCCOC)s1
    i, i, -2.7, i, i, i, i, i, i, i, i
C[n+]1ccccc1C1CCCC/C1=N\Nc1ccc([N+](=O)[O-])cc1[N+](=O)[O-] (stereo not given)
    i, i, -0.3, i, i, i, i, i, i, i, i
COc1cc(/C=C2/C(=O)N(C)C(=S)N2C)ccc1OCc1cccc(F)c1
    i, i, -1.2, i, i, i, i, i, i, i, i
N#Cc1ccc(-c2ccc(OCC(O)CN3CCCCC3)cc2)cc1 (stereo not given)
    i, i, 2.0, i, i, i, i, i, i, i, i
Cc1ccc(C(=O)Nc2ccc(N3CCN(C(=O)c4ccco4)CC3)cc2)c(Cl)c1
    i, i, 0.4, i, i, i, i, i, i, i, i
O=C(O)CN1C2=NCCCN2c2ccccc21
    i, i, 6.1, i, i, i, i, i, i, i, i
COc1cccc(N2CC34C=CC(O3)C(C(=O)O)C4C2=O)c1 (stereo not given)
    i, i, -3.2, i, i, i, i, i, i, i, i
COc1cc(C(=O)Oc2ccc(/C=N/NC(=O)c3ccncc3)cc2)cc(OC)c1OC
    i, i, 0.6, i, i, i, i, i, i, i, i
COc1ccc(/C=N/NC(=O)c2cccc([N+](=O)[O-])c2)cc1OC(=O)c1ccc(C)cc1
    i, i, 0.4, i, i, i, i, i, i, i, i
CC(=O)c1ccc(N2CCN(S(=O)(=O)c3cccc(S(=O)(=O)N4CCOCC4)c3)CC2)cc1
    i, i, -0.3, i, i, i, i, i, i, i, /
CCCCNC(=O)c1cc([N+](=O)[O-])[nH]n1
    i, i, -4.7, i, i, i, i, i, i, i, i
O=C(NC1CCCCC1)C1CCN(S(=O)(=O)N2CCOCC2)CC1
    i, i, -8.2, i, i, i, i, i, i, i, i
Cn1c(=O)cc(OCCCC(=O)NCCN2CCN(c3ccccc3F)CC2)c2ccccc21
    i, i, -3.7, i, i, i, i, i, i, i, i
CCCC(c1nnnn1CCc1ccccc1)N1CCC(C(N)=O)CC1 (stereo not given)
    i, i, -5.3, i, i, i, i, i, i, i, i
COc1ccccc1NC(=O)CCc1c(C)[nH]c(=O)c(C#N)c1C
    i, i, 0.4, i, i, i, i, i, i, i, i
Cc1nccn1Cc1ccccc1
    i, i, -0.1, i, i, i, i, i, i, i, i
CCOCCOC(=O)c1[nH]c2c(c1C)C(=O)CC(c1ccc(N(C)C)cc1)C2 (stereo not given)
    i, i, 12.2, i, i, i, i, i, i, i, i
COC(=O)c1[nH]c2cc(OC)ccc2c1NC(=O)c1ccc2c(c1)OCO2
    i, i, 0.1, i, i, i, i, i, i, i, i
COc1cc(/C=C/C(=O)NC(C)CCc2ccccc2)cc(OC)c1OC (stereo not given)
    i, i, -11.1, i, i, i, i, i, i, i, i
CCCC(C(=O)NC(C)(C)CC)N(Cc1ccco1)C(=O)CNS(=O)(=O)c1ccccc1 (stereo not given)
    i, i, -11.0, i, i, i, i, i, i, i, i
COc1ccc(NC(=O)N(CCCN2CCOCC2)Cc2cccnc2)c(OC)c1
    i, i, -2.9, i, i, i, i, i, i, i, i
Cc1cccc(NC(=O)CSc2ccc(-c3cccs3)nn2)c1C
    i, i, -11.7, i, i, i, i, i, i, i, i
CCN(Cc1nc(-c2cccc(Cl)c2)no1)CC1CCCO1 (stereo not given)
    i, i, -1.9, i, i, i, i, i, i, i, i
O=C(CN1C(=O)C2CC=CCC2C1=O)NCC(=O)Nc1ccc(F)c(F)c1 (stereo not given)
    i, i, 0.3, i, i, i, i, i, i, i, i
COC(CNC(=O)CN1CCN(Cc2ccccc2F)C1=O)OC
    i, i, 1.7, i, i, i, i, i, i, i, i
COc1ccc(NC(=S)Nc2ccccn2)c(OC)c1
    i, i, -10.9, i, i, i, i, i, i, i, i
COc1ccccc1N1CCN(/N=C/c2ccccc2C(=O)O)CC1
    i, i, -1.6, i, i, i, i, i, i, i, i

Next part:
Fields: TRPC6 activator, MrgX1 agonist, SKKanGAS inh, MrgX1 allo act, TRPC4 potent, TRPC4 inh, TRPC6 inh, MrgX1 antagonist, TRPC4 act, ANO1 block, ANO1 activ
O=C(COc1ccccc1)Nc1nnc(C23CC4CC(CC(C4)C2)C3)s1
    i, i, -4.1, i, i, i, i, i, i, i, i
COc1ccc(NC(=O)CCCCn2c(=O)[nH]c3ccccc3c2=O)cc1
    i, i, -5.3, i, i, i, i, i, i, i, i
NC(=NCCc1ccccc1)NC(=O)c1cc(Cl)ccc1O
    i, i, -1.7, i, i, i, i, i, i, i, i
COC(=O)C(C(=O)Nc1ccccc1C)C1CCCCCC1 (stereo not given)
    i, i, 1.7, i, i, i, i, i, i, i, i
Cc1cc(C)cc(N(CC(=O)NC(C)(C)C)C(=O)CCC(=O)Nc2nccs2)c1
    i, i, -2.8, i, i, i, i, i, i, i, i
Brc1ccc(-c2csc3ncnc(-n4nnc5ccccc54)c23)cc1
    i, i, 6.1, i, i, i, i, i, i, i, i
CC(O)(C#CCN1CCCC1)c1ccccc1 (stereo not given)
    i, i, 1.3, i, i, i, i, i, i, i, i
CC(C)(C)c1csc(NC(=O)c2ccc(Br)o2)n1
    i, i, 1.2, i, i, i, i, i, i, i, i
O=C(O)c1ccccc1Nc1ccc2nonc2c1[N+](=O)[O-]
    i, /, -5.8, /, i, i, i, /, i, /, i
Cc1nc(NCCc2ccccc2F)c(C#N)c(C)c1[N+](=O)[O-]
    i, i, 13.0, i, i, i, i, i, i, i, i
CN(CC(=O)Nc1ccc(Cl)cc1)C(=O)CNC(=O)c1ccc2c(c1)OCO2
    i, i, 2.1, i, i, i, i, i, i, i, i
CN(C)C(CNC(=O)c1ccc(S(=O)(=O)Nc2ccccc2)cc1)c1ccco1 (stereo not given)
    i, i, 4.8, i, i, i, i, i, i, i, i
O=C(COC(=O)c1nc(Cl)ccc1Cl)Nc1ccc2[nH]c(=O)[nH]c2c1
    i, i, 1.2, i, i, i, i, i, i, i, i
COC(=O)c1c(NC(=O)CCS(=O)(=O)c2ccccc2)sc2c1CCN(C)C2
    i, i, -0.3, i, i, i, i, i, i, i, i
COCCNC(=O)CSc1nnc(-c2ccccc2)c(-c2ccccc2)n1
    i, i, 8.6, i, i, i, i, i, i, i, i
Cc1cc(C)c(-c2csc(NC(=O)/C=C/c3cccs3)n2)c(C)c1
    i, i, 36.6, i, i, i, i, i, i, i, i
